Assay outcomes from PubChem BioAssay.
LDHA inh: blocks human lactate dehydrogenase A | P00338 | purified LDHA, NADH/diaphorase-resazurin fluorescence; hits give low values | activity change, % (values are at about 110 or 230 µM) | hit rate 0.15% among 480,000 | AID 1347041; in the data active = activity change below about -30%; inconclusive = mostly about -25% to -30%;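 note: plate controls were DMSO wells for no effect and wells without enzyme for full effect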
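LDH5 2 nM; NADH 0.06 mM, pyruvate 0.2 mM; 200 mM Tris pH 7.4, EDTA, Tween-20; 5 min RT. Detection: diaphorase 0.133 mg/mL + resazurin 37 µM, fluorescence ex540/em590 at 0 and 20 min; normalized to enzyme-free and DMSO wells.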
D1 antag: antagonists of human D1 dopamine receptor | P21728 | HEK293 TREx D1 cells, calcium flux, dopamine EC80; hits give low values | activity change, negative = inhibition, % at 10 µM | hit rate 3.2% among 360,000; in the data active = activity change below about -30%; note: % is set by controls: 0 for no effect and ±100 for the full control effect
Target sequence (P21728 whole entry, looked up): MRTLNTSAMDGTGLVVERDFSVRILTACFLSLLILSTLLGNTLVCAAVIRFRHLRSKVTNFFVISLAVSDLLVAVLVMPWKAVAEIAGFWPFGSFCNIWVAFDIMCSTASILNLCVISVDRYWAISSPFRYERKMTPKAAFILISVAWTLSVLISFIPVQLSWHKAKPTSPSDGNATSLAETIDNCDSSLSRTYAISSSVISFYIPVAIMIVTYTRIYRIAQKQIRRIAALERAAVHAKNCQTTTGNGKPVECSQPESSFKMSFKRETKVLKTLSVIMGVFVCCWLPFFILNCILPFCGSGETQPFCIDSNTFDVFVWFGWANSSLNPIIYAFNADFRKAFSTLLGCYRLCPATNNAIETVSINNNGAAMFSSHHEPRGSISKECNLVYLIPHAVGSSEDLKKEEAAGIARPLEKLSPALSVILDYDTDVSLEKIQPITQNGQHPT
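Cells carrying a force-coupled, tetracycline-inducible human D1 receptor report calcium flux. Each well gets a 10 s baseline, compound with 180 s monitoring, then an EC80 dopamine stimulus with a second 180 s kinetic read.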
Glioma ERSR ind: ER stress response induction in glioma; hit rate 0.02% among 420,000; Potency, µM, for inactives: at the top dose activation, actives largely listed as activators; U87-MG GRP78 promoter luciferase reporter, 16 h; AID 602332; note: potency is the fitted concentration of half-maximal effect; series mostly up to about 76 µM; % of control where 0% means no effect; nearly all actives have a fitted effect of over 35% in size
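ERSR induction read as luciferase luminescence (Bright-Glo, 10 min at room temperature) in stably transfected human U87-MG glioma cells exposed to compounds for 16 h, using GRP78 as sensor.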
D2 PAM: D2 dopamine receptor (human) potentiation | P14416 | HEK293 T-REx D2, calcium flux, EC20 dopamine potentiation | potentiation, % at 10 µM | hit rate 0.34% among 340,000;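 active = potentiation over 3 SD above the plate norm, cut at about 30% in these data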; note: 0% is about no effect
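Tetracycline-induced HEK293 T-REx cells force-coupled to calcium signalling expressed D2; compounds were pin-added after a 10 s baseline, read kinetically 180 s, then an EC20 dopamine challenge followed with a further 180 s calcium read.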
Vif-APOBEC3F blk: inhibitors of Vif-A3F interaction. HeLa A3F-eYFP + Vif (tagged APOBEC3F with the HIV-1 protein that degrades it), YFP fluorescence increase. Potency, µM (top dose mostly 46.1 µM), inactives show top-dose activity, negative = active. hit rate 0.2% among 390,000. AID 602313; note: potency is the fitted concentration of half-maximal effect; % of control where 0% means no effect; nearly all actives have a fitted effect of over 65% in size
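HeLa cells stably expressing Vif plus C-terminally eYFP-tagged A3F were seeded, incubated overnight at 37 deg C, dosed with compound, incubated overnight again at 37 deg C. Yellow fluorescence (Ex 488/Em 500-530) reported blocked Vif-mediated A3F-eYFP degradation.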
Vif-A3G inh: blocks the Vif interaction with human APOBEC3G; Q9HC16; hit rate 0.076% among 410,000; Potency, µM (top dose mostly 46.1 µM), for the others: at the highest dose activity, negative = active, actives largely listed as inhibitors; AID 602310; HeLa A3G-eYFP + Vif (tagged APOBEC3G with the HIV-1 protein that degrades it), YFP fluorescence, overnight;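 note: potency is the fitted concentration of half-maximal effect; % is set by controls: 0 for no effect and ±100 for the full control effect; nearly all actives have a fitted effect of over 60% in size; hits raise eYFP signal because A3G escapes Vif-driven loss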
Target sequence (Q9HC16 whole entry, looked up): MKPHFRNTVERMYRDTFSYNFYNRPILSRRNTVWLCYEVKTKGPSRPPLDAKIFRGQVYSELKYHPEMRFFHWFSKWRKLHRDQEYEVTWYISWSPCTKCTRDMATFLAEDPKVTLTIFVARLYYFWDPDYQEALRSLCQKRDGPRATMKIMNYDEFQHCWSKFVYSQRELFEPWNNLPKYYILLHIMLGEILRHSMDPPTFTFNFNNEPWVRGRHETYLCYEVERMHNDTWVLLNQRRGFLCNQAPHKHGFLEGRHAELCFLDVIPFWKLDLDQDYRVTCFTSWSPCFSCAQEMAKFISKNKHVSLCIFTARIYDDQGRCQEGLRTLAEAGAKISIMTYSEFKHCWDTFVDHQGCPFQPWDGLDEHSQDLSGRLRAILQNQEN
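Read-out is eYFP fluorescence (Ex 488/Em 500-530) from Vif-expressing HeLa A3G-eYFP cells; more signal means A3G escaped Vif-mediated degradation. Cells plated overnight, compound pinned in, incubated overnight at 37 deg C.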
D1 PAM: human D1 dopamine receptor positive modulation | P21728 | HEK293 TREx D1 cells, calcium flux, dopamine EC20 potentiation | potentiation, % at 10 µM | hit rate 0.036% among 360,000; in the data active = potentiation above about 30%; note: 0% is about no effect
D1 ag: activates the human D1 dopamine receptor; HEK293 T-REx D1 cells, calcium flux, agonist mode; activation, % at 2 µM; hit rate 1% among 360,000; AID 504660; in the data active = activation above about 30%; note: 0% is about no effect
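Agonism was scored from calcium flux recorded over 180 s (1 read/s) after pintool compound addition, following a 10-cycle baseline. Cells were inducible force-coupled HEK293 TREx D1, plated overnight at 30 C and loaded with no-wash calcium dye.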
RXFP1 ag: RXFP1 (human) receptor agonism | Q9HBX9 | HEK293T-RXFP1 cAMP TR-FRET, 30 min; response scale: percent of porcine relaxin response, buffer zero | Potency, µM (titrated, usually from 57.5 µM), without a hit: at the highest dose activation, actives largely listed as activators | hit rate 0.3% among 370,000; note: potency is the fitted concentration of half-maximal effect; % is set by controls: 0 for no effect and ±100 for the full control effect; nearly all actives have a fitted effect of over 60% in size; many of its hits are not listed in these tables
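HEK293T cells stably expressing RXFP1 were pretreated with the PDE4 inhibitor Ro 20174, exposed to compounds for 30 min at 37C, lysed, and cAMP was read by TR-FRET. Data normalized to buffer (basal) and 29 nM porcine relaxin (100%).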
* marks the source's active call; other numbers are inactive results; ? = inconclusive; . = no result given. Unless noted, calls come from the whole dose curve; as a rule, active = well fitted curve in the direction sought with a large enough effect; inconclusive = small, poorly fitted or top-dose-only effect, or another doubt; inactive = no such curve, though single readings can be large; an effect the other way counts as inactive or inconclusive. This is a subset, so the mix of outcomes need not match the whole.

Structure	LDHA inh	D2 PAM	D1 antag	Vif-APOBEC3F blk	Glioma ERSR ind	RXFP1 ag	Vif-A3G inh	D1 ag	D1 PAM
CN(Cc1nccs1)C(=O)C1CCC(=O)N(Cc2ccccc2F)C1 (centres undefined)	-6	-1	0	10%	1%	1.1%	0%	0	-1
Cc1cccc(OCc2nc(C)cc(=O)[nH]2)c1	-3	-1	-3	6%	-4%	-0.1%	1%	3	-2
O=C(NCc1ccco1)c1ccc(COCC(F)(F)C(F)F)cc1	-7	-1	-16	0%	-2%	0.5%	1%	3	-2
O=C(NCCc1ccccc1)N1c2ccccc2Sc2ccccc21	-5	-3	-17	3%	-1%	1.7%	3%	2	-4
COc1ccccc1NC(=O)c1coc(=O)c(Br)c1	18	-5	-2	-3%	11%	6.8%	-7%	3	2
CCOC(=O)c1c(C)n(C)c2ccc(OCC(O)CNCCc3ccccc3)cc12 (centres undefined)	0	-12	6	0%	-6%	-2.4%	-2%	3	-7
Cc1ccc(Cn2c(C)c3cnn(CC(=O)N4CCN(c5cc(C)ccc5C)CC4)c(=O)c3c2C)cc1	0	0	11	5%	-3%	-0.5%	5%	5	-4
CCOc1ccccc1NC(=O)CSc1nc2c(oc3ccccc32)c(=O)n1C(C)C	0	3	14	0%	-2%	-0.4%	1%	2	-5
O=C(Cc1cccc2ccccc12)Nc1ccc(O)cc1C(=O)O	-1	15	-3	-4%	-2%	-1.9%	5%	0	1
C=CCn1c(SCCCc2ccccc2)nc2c1c(=O)[nH]c(=O)n2C	-8	7	-2	3%	-5%	3.7%	2%	5	1
CS(=O)(=O)N1CCC2(CC1)OCCN2S(=O)(=O)c1ccccc1	-7	3	6	5%	-2%	-0.3%	-1%	1	-1
Cc1ccc(S(=O)(=O)NCCC(=O)Nc2nccs2)cc1	-2	0	3	19%	-4%	1.8%	0%	12	-3
COc1ccc(NS(=O)(=O)c2ccc(-c3ccccn3)s2)cc1	-7	.	.	5%	-1%	.	-1%	.	.
CCn1cc[n+](C)c1P(c1ccccc1)c1ccccc1	-1	-3	5	2%	-1%	0.2%	13%	3	-3
NC(=O)c1ccc(N2CCOCC2)nc1	-6	7	4	2%	3%	-0.2%	1%	4	2
C/C(CC(=O)Nc1cc(C)ccn1)=N\NC(=O)c1ccc(C)cc1	1	-9	-24	0%	15%	1.1%	1%	-1	3
O=C(NCCO)C(=O)NCC1CCCN1S(=O)(=O)c1cccs1 (centres undefined)	-4	18	12	3%	-4%	-0.7%	0%	2	0
CC(C)c1ccc(CCNC(=O)CCNC(=O)c2ccc(Br)cc2)cc1	-7	-2	-1	7%	-4%	-0.3%	0%	1	6
CCOC(=O)c1c(C)[nH]c2cc(Br)c(OC)cc12	-3	7	6	-1%	-5%	1.5%	-3%	0	-1
Cc1cccc(NS(=O)(=O)c2c(C)noc2C)c1	0	0	-5	0%	-3%	24%	0%	5	-8
CC(C)CC(NC(=O)OCc1ccccc1)C(=O)NC(Cc1ccccc1)C(=O)CCl (centres undefined)	-3	.	.	-6%	-14%	.	-18%	.	.
COc1ccc(Br)cc1/C=N/NC(=O)C(c1ccncc1)N1CCOCC1 (centres undefined)	-5	7	5	6%	-4%	0.6%	-6%	2	2
O=C(N/N=C/c1ccco1)c1cc(Br)ccc1OCc1ccccc1	-2	7	4	0%	-5%	1.0%	-7%	-1	0
CN(C)CCCOc1ccc(C(C)(C)c2ccccc2)cc1	-16	-3	8	-1%	-6%	0.6%	-1%	20	-6
CCCn1nc(Oc2nc(N(C)C)nc(N(C)C)n2)ccc1=O	-7	.	-1	0%	-2%	3.2%	0%	9	0
CC(C)(C)c1ccc(OCCOCCn2c(-c3ccc(Cl)cc3)nc3ccccc3c2=O)cc1	0	12	-20	0%	-1%	0.4%	4%	0	0
Nc1ncc2c(n1)-c1cc(Cl)ccc1SC2	4	.	3	-3%	5%	0.0%	1%	3	2
Cc1ccc(-c2nn(C)c(=O)c3ccccc23)cc1S(=O)(=O)NCCN(C)C	-11	3	10	-26%	2%	10%	1%	0	6
NC(=O)C1CCN(C(=O)COCc2cc(-c3ccc4c(c3)OCO4)on2)CC1	0	-1	7	1%	2%	-3.9%	-4%	1	-1
O=C(CN(Cc1ccco1)C(=O)CNS(=O)(=O)c1ccc(Cl)cc1)NCC1CCCO1 (centres undefined)	-4	3	7	9%	-3%	0.0%	0%	0	-2
CCOC(=O)C1(CCc2ccccc2)CCN(C(=O)CCn2cncn2)CC1	0	1	-5	11%	2%	-1.8%	-1%	1	4
O=C(CSc1nc(O)c(C2CCCCC2)c(=O)[nH]1)NCC1CCCO1 (centres undefined)	-12	0	5	1%	-3%	-0.8%	0%	2	3
Cc1ccc(NC(=O)COC(=O)CN2CCSC2=O)cc1Cl	-1	.	.	-3%	1%	.	6%	.	.
Cc1ccc(S(=O)(=O)N2CCN(CC(=O)Nc3ccc([N+](=O)[O-])cc3)CC2)cc1C	-6	6	1	10%	-2%	4.1%	-8%	2	-1
C#CCN(C[C@@H]1[C@@H](OC(=O)NCC2CCCCC2)[C@@H](OC(=O)NCC2CCCCC2)Cn2c(=O)ccc(=O)n21)S(=O)(=O)c1ccc(C)cc1	-2	.	.	0%	-13%	.	?	.	.
Cn1ccc(C(=O)N/N=C/c2ccncc2)n1	-2	-10	2	3%	?	-1.8%	1%	0	-4
Nc1ccc2ccccc2c1N=Nc1ccccc1	4	.	.	1%	4%	.	0%	.	.
Cc1ccc(NC(=S)NNC(=S)NCc2ccccc2)cc1	-16	-2	-2	-8%	10%	1.8%	-7%	-1	0
O=S(=O)(c1ccccc1C(F)(F)F)N1CCC(n2cnc3ccccc32)CC1	0	-10	-3	1%	-4%	-0.1%	0%	2	-3
CCCNC(=O)CSc1nc2ccc(OCC)cc2s1	1	13	-26	-2%	-3%	-1.0%	3%	3	-5
O=C(NN1C(=O)NC2(CCCCC2)C1=O)c1ccc(-c2ccc(Cl)cc2)o1	-9	-2	-10	1%	4%	-0.8%	0%	1	.
CCC(=O)N1CCc2cc(S(=O)(=O)NCCC(=O)Nc3cc(C)ccc3OC)ccc21	-3	-8	2	-12%	-2%	-0.3%	-1%	0	0
CCc1nccn1S(=O)(=O)c1ccc(C)c(C)c1	-4	-5	-6	0%	-4%	1.8%	3%	5	0
COc1ccc(OC)c(NC(=S)NCc2cccs2)c1	-5	-14	-4	-8%	-4%	1.3%	1%	-1	5
COc1ccc(C(=O)NCc2nnc(SCC(=O)Nc3nc4ccccc4s3)o2)cc1	-4	0	17	2%	-6%	1.0%	-3%	1	8
O=C(COc1ccccc1)Nn1c(-c2ccccc2)nc2ccccc2c1=O	-5	0	4	15%	-4%	0.6%	0%	2	-5
O=C(OCC(=O)N1CCOCC1)c1ccc2ccccc2c1	-2	11	-5	0%	2%	3.3%	3%	-1	-1
O=C(OCC(=O)N1CCc2ccccc21)c1ccc([N+](=O)[O-])cc1	-15	4	-13	0%	-2%	-1.1%	3%	1	-8
COc1cc(/C=C2/SC(=Nc3ccc(O)cc3)NC2=O)cc(OC)c1O	-3	-25	-5	?	-3%	4.7%	?	47*	-4
COc1ccc(OC)c(NC(=O)CCN2CCCCCC2)c1	13	-11	-7	-10%	3%	1.3%	3%	1	4
COc1ccc(CCN(C)Cc2ccc(C(=O)Nc3ccccc3)cc2)cc1OC	-5	-6	-10	-14%	10%	0.2%	3%	8	-8
COC(=O)c1cc(Cl)c(NC(=O)/C=C/c2ccc(OC)cc2)cc1OC	-6	-7	-9	-15%	-3%	0.1%	-8%	3	-10
Cc1ccc(C)c(NC(=O)CSc2nc(N)c(NC(=O)c3cccs3)c(=O)[nH]2)c1	-14	-3	1	4%	-5%	4.8%	1%	-1	-5
COc1ccc(CN=C(Nc2ccccc2)SC2CC(=O)NC2=O)cc1 (centres undefined)	-13	2	-10	2%	1%	-0.1%	-3%	2	-6
CC1CCN(c2nc(-c3ccc(F)cc3)cc(C(F)(F)F)n2)CC1	-4	-7	4	-9%	-3%	0.7%	0%	3	-11
Cc1cc(C(=O)CSc2nnc(-c3ccccc3F)o2)c(C)n1Cc1cccs1	0	-5	-5	1%	-7%	3.4%	-2%	4	-2

Part of the list above, with two lines to a compound:
Results follow in this order: LDHA inh, D2 PAM, D1 antag, Vif-APOBEC3F blk, Glioma ERSR ind, RXFP1 ag, Vif-A3G inh, D1 ag, D1 PAM
COc1ccc(CN=C(Nc2ccccc2)SC2CC(=O)NC2=O)cc1 (centres undefined)
 : -13, 2, -10, 2%, 1%, -0.1%, -3%, 2, -6
Cc1cc(C(=O)CSc2nnc(-c3ccccc3F)o2)c(C)n1Cc1cccs1
 : 0, -5, -5, 1%, -7%, 3.4%, -2%, 4, -2

(cont.)
Structure	LDHA inh	D2 PAM	D1 antag	Vif-APOBEC3F blk	Glioma ERSR ind	RXFP1 ag	Vif-A3G inh	D1 ag	D1 PAM
CC1=CC(C)(C)n2c(O)c(N=NC(N)=S)c3cc(C)cc1c32	-5	3	5	-18%	-2%	0.4%	0%	-2	1
CCCc1nc2ccccc2c(C(=O)OCC(=O)NC2CC2)c1CC	-8	.	.	0%	-5%	.	-15%	.	.
O=c1[nH]c(CSc2nnnn2-c2ccc(Cl)cc2)nc2ccccc12	-4	.	12	-18%	-2%	1.5%	-6%	3	-8
CSc1ccccc1C(=O)Nc1ncc(C)s1	-6	18	-2	10%	1%	0.8%	1%	0	1
COc1ccc2c(c1)CC1c3c(cc4c(c3-2)OCO4)CC[N+]1(C)[O-] (centres undefined)	5	13	14	2%	-2%	5.9%	11%	9	-3
CCCCCCc1ccc(OCC(=O)O)cc1OCC(=O)O	-5	-8	-16	-4%	-4%	-0.2%	0%	1	-2
COc1ccc(N2C(=O)C3CCCN3C2c2ccc(Cl)cc2)cc1 (centres undefined)	-3	-14	0	3%	-2%	0.0%	-7%	1	-4
